# tim10-1 inh: tim10-1 yeast growth inhibition; S. cerevisiae tim10-1 ts strain growth, BacTiter-Glo, 24 h; actives 2.2% (n = 330,000); inhibition, % at 20 µM;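 active = inhibition of at least 40%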;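 also: mutant grown at 25 °C; 0% = DMSO wells with yeast and 100% = wells holding no yeast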
# MIN6 prolif: induces beta-cell replication in MIN6 cells; proliferation, % at 10 µM; MIN6 cells proliferation, ATPlite luminescence, 48 h; cells starved in 0.2% serum; 100% = growth in 10% serum; AID 2380; actives 0.29% (n = 330,000);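 active = compounds whose signal lies at least 3.5 SD above the mean of all wells on their plate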;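 also: 0% = DMSO-treated cells in low-serum medium and 100% = 10% serum control; some compounds called inactive have numbers as strong as hits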
# mIAP inh: mouse IAP inhibition; purified mouse IAP, CDP-Star luminescence, 30 min; inhibition, % at 10 µM; actives 0.2% (n = 330,000); AID 2806;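 active = inhibition of at least 40% at 10 µM in the primary screen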;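 also: plate controls were DMSO with enzyme for no effect and no enzyme wells for full effect; values of inactives mirror those of a sister screen read the other way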
# A3A deaminase: human APOBEC3A DNA deaminase inhibition; P31941; AID 493011; recombinant A3A, FAM/TAMRA ssDNA deamination fluorescence; inhibition, % at 20 µM; actives 0.41% (n = 330,000);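 active = at least 40% inhibition at 20 µM here, with at most 30% in a related deaminase screen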;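 also: plate controls were A3A with DMSO for no effect and wells lacking A3A enzyme for full effect; some results filed as inactive read as strong as hits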
# NALP3 yeast inh: blocks the NALP3 inflammasome reconstituted in yeast. Yeast reconstituted NLRP3/ASC/caspase-1, beta-gal luminescence, 24 h. inhibition, % at 10 µM. actives 0.39% (n = 330,000). AID 2825;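 active = inhibition of 50% or more; inactive = inhibition below 50%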;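 also: plate controls were induced DMSO wells for no effect and uninduced yeast grown without galactose for full effect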
# mIAP activ: mouse IAP activation; muIAP, CDP-Star luminescence, 30 min; active compounds read high; 1 = vehicle-only enzyme signal, 0 = enzyme-free wells; actives 0.24% (n = 330,000); activation factor at 10 µM;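 active = activation factor of at least 2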; also: the source names both 10 and 20 µM as test concentration; values of inactives mirror those of a sister screen read the other way
#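 System: Mouse IAP enzyme | Also added: CDP-Star substrate | Dosing: Compounds dispensed in DMSO | Schedule: 30 min enzyme-substrate-compound incubation at room temperature | Technique: Chemiluminescence readout | Control set: DMSO-only wells and no-enzyme negative control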
# TIM10 inh: TIM10 yeast growth inhibition; inhibition, % at 10 µM; actives 1.4% (n = 330,000); S. cerevisiae TIM10 strain growth, BacTiter-Glo luminescence, 24 h;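 active = inhibition of 40% or more at the single tested concentration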;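 also: wild-type TIM10 isogenic control strain grown at permissive 25 °C; 0% = DMSO yeast wells and 100% = minimal medium wells without yeast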
# hIAP block: human IAP inhibition. P09923. purified IAP, CDP-Star luminescence, 30 min. inhibition, % at 10 µM. actives 0.12% (n = 330,000);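 active = inhibition reaching a set limit with compound at 10 µM in the primary screen, cut at about 35% in these data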;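 also: plate controls were DMSO wells with enzyme for no effect and no-enzyme buffer wells for full effect; values of inactives mirror those of a sister screen read the other way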
# Target sequence (P09923 whole entry, looked up): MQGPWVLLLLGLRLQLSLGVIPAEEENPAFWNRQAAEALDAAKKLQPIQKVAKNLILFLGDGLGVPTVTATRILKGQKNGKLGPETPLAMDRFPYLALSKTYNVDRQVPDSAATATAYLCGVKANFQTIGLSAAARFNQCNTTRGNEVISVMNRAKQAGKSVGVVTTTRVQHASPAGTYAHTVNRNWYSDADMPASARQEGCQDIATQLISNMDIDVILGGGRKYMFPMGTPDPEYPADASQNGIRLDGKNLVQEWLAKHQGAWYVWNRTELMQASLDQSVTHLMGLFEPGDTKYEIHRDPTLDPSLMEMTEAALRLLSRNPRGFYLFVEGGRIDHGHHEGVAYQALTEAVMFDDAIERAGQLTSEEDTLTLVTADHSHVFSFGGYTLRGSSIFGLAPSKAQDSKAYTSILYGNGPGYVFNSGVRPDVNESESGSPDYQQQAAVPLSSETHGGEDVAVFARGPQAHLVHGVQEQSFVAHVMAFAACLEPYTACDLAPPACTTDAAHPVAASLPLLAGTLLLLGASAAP
# APOBEC3G inh: blocks human APOBEC3G single-stranded DNA deamination; Q9HC16; recombinant A3G, ssDNA deamination FAM/TAMRA fluorescence; inhibition, % at 20 µM; actives 0.28% (n = 330,000);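 active = inhibition of at least 40% at 20 µM, with no more than 30% in the related APOBEC3A deaminase screen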;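 also: plate controls were DMSO wells with A3G for no effect and wells lacking A3G enzyme for full effect; some compounds called inactive have numbers as strong as hits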
# Target sequence (Q9HC16 whole entry, looked up): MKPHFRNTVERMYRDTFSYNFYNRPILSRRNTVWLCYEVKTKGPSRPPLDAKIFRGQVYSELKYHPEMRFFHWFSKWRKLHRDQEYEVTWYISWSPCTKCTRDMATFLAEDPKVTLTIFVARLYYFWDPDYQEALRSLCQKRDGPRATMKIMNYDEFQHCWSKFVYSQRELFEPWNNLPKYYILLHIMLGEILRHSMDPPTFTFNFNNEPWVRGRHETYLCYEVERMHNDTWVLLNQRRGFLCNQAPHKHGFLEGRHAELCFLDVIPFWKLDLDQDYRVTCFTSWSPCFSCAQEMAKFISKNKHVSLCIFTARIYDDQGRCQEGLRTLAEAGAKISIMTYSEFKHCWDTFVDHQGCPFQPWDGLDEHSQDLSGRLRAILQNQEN
# Active calls of the source: *; . = no result given.
SMILES	tim10-1 inh	MIN6 prolif	mIAP inh	A3A deaminase	NALP3 yeast inh	mIAP activ	TIM10 inh	hIAP block	APOBEC3G inh
Clc1ccc(-c2cn3cc(Cl)ccc3n2)cc1	-5	-3	-5	-3	17	1	-17	-3	-7
O=C(Nc1ccc(Br)cc1Cl)c1ccc2c(=O)n3c(nc2c1)CCC3	15	-3	-5	2	35	1	2	4	-1
O=c1cc(-c2ccc(Br)cc2)[nH][nH]1	7	1	-1	-4	11	1	-3	2	-8
O=C(O)c1cc(NN=Nc2ccc(Br)cc2)cc([N+](=O)[O-])c1	-7	-4	3	2	7	0.97	9	2	-4
COc1ccc(C(=O)NC(=O)CSc2nc3nc(C)cc(C)n3n2)cc1	0	3	-5	-5	5	1	-6	-16	-10
CCCCNS(=O)(=O)CCNCc1ccco1	2	.	-2	3	.	1	8	.	5
CC(=O)c1cccc(NC(=O)Cc2cccs2)c1	7	-1	4	10	-4	0.96	10	19	-7
CCn1c(C(O)c2ccc3c(c2)OCO3)nc2ccccc21 (stereo not given)	6	0	-2	1	28	1	12	9	0
CC(=O)Nc1ccc(S(=O)(=O)NC(=O)C23CC4CC(CC(C4)C2)C3)cc1	3	7.5*	-1	-2	18	1	-3	10	-4
Cc1nn(C)c(NC(=O)c2ccc(Cl)cc2)c1Cl	21	-2	5	0	17	0.95	5	6	-5
COc1ccc(CC(=O)NNC(=O)c2ccc(SCc3cc(F)ccc3F)c([N+](=O)[O-])c2)cc1	2	-2	7	5	11	0.93	3	6	4
O=C(NCc1ccncc1)C1COc2ccccc2O1 (stereo not given)	6	0	7	0	9	0.93	-10	-2	-3
Cc1[nH]c(-c2ccc(F)cc2)cc1C(=O)N1CCN(c2ccc(Cl)cc2)CC1	36	-7	-4	-4	21	1	49*	2	-4
CCOC(=O)/C=C/C(=O)Nc1ccc(S(=O)(=O)Nc2c(C)cc(C)cc2C)cc1	33	-6	8	2	5	0.92	40	-2	4
O=C(N/N=C/c1cccs1)c1cc(C2CC2)nc2ccccc12	-14	0	8	-3	6	0.92	4	0	-3
CCS(=O)(=O)N1CCN(c2ccccc2)CC1	19	-2	-7	-2	18	1.1	1	2	15
O=C(COC(=O)CNC(=O)c1ccc(Cl)cc1Cl)NC1CCCCCCC1	18	-4	3	10	-2	0.97	10	-1	-9
CC[C@H](C)Cc1cn([C@@H](CCCN=C(N)N)C(=O)NCCCCCCCCCCC(=O)N2CCNCC2)nn1	-24	0	-9	-2	14	1.1	-10	0	-4
CC1CCCN(C(=O)COC(=O)Cc2ccc(Cl)cc2)C1 (stereo not given)	-9	0	4	-2	-2	0.96	9	8	-7
COc1ccc(OC)c(S(=O)(=O)N2CCN(c3ccccn3)CC2)c1	5	1	-5	37	26	1.1	-4	-1	3

# Exported with two lines to a compound: entries from further up
# Value order – tim10-1 inh	MIN6 prolif	mIAP inh	A3A deaminase	NALP3 yeast inh	mIAP activ	TIM10 inh	hIAP block	APOBEC3G inh
Cc1nn(C)c(NC(=O)c2ccc(Cl)cc2)c1Cl
    21	-2	5	0	17	0.95	5	6	-5
COc1ccc(CC(=O)NNC(=O)c2ccc(SCc3cc(F)ccc3F)c([N+](=O)[O-])c2)cc1
    2	-2	7	5	11	0.93	3	6	4

# Continued:
SMILES	tim10-1 inh	MIN6 prolif	mIAP inh	A3A deaminase	NALP3 yeast inh	mIAP activ	TIM10 inh	hIAP block	APOBEC3G inh
Cc1nc2ncccn2c1-c1csc(Nc2cccc(C(=O)O)c2)n1	9	-2	16	1	-5	0.84	4	6	-4
CCOC(=O)N1CCN(C(=S)NC(=O)c2ccc(F)cc2)CC1	-3	-1	9	-4	12	0.91	1	-6	-10
CCS(=O)(=O)N1Cc2ccccc2CC1C(=O)OCC(=O)Nc1ccc(C)cc1 (stereo not given)	22	0	8	-2	-4	0.92	14	-18	-6
CCC(C(=O)NCCCN1CCOCC1)n1c2ccccc2c2nc(=O)cc(C)n21 (stereo not given)	3	2	6	-2	5	0.94	-5	17	-3
CCc1c(C)c2ccc(O)c(CN(C)C)c2oc1=O	5	-3	-8	-4	-11	1.1	12	-9	-4
CN(C)S(=O)(=O)c1ccc(C(=O)Nc2ccccc2F)cc1	7	2	0	-1	15	1	9	18	-4
Clc1ncc(CSc2ccccc2)s1	13	0	-8	0	-3	1.1	5	3	-10
CCOC(=O)N1CCN(C(=O)CSc2nc(-c3cccc(C)c3)ns2)CC1	17	0	8	-3	3	0.92	28	11	-8
COc1ccc(CN(C(=O)c2cc3ccccc3oc2=O)C2CCCCC2)cc1OC	29	-2	-1	6	20	1	29	-14	0
COCCNC(=O)CN(C(=O)CCC(=O)Nc1cc(C)on1)c1ccccc1C	10	-2	4	-3	-3	0.96	-4	15	-3
O=C(CSc1nc2scc(-c3ccccc3)c2c(=O)[nH]1)N1CCCCC1	11	-3	10	0	17	0.9	8	-2	3
COc1ccc(OC)c(NC(=O)C(Sc2ccccc2)c2ccccc2)c1 (stereo not given)	0	-3	-12	-10	15	1.1	-13	-3	-5
S=C(Nc1ccc(Br)cc1Cl)N1CCC2(CC1)OCCO2	17	-2	-1	1	16	1	11	-10	-4
CCN(CC)S(=O)(=O)c1ccc(C(=O)NCc2nnc(SCC(=O)OC)n2C)cc1	4	-2	4	-1	0	0.96	7	7	-5
O=C(NCC(=O)N(Cc1cccs1)C(C(=O)NC1CCCC1)c1ccco1)c1cccs1 (stereo not given)	17	-3	-5	0	14	1	3	-20	-2
COc1cc(/C=N/NC(=O)c2ccncc2)ccc1OCC(=O)Nc1ccccc1	18	0	0	-4	11	1	1	-4	-1
Cc1ccnc2c1ccc1c(C)ccnc12	35	-8	-4	-4	35	1	50*	-51	-1
CNC(=S)N(CCCN(C)C)Cc1cc2cc3c(cc2[nH]c1=O)OCCO3	-8	0	-2	-1	0	1	-8	14	-7
O=C(CNC(=O)c1cccs1)N/N=C/c1ccc(O)cc1O	-7	0	9	-5	-2	0.91	0	-61	-7
Cc1ccccc1OCCCC(=O)Nc1ccc(S(=O)(=O)Nc2onc(C)c2C)cc1	3	0	9	-5	14	0.91	-12	7	-5
Cn1nc(C(=O)NNC(=O)C2CSC3(C)CCC(=O)N23)c2ccccc2c1=O (stereo not given)	-1	0	2	-2	14	0.98	-1	1	-9
Cc1ccc(/C=C/C(=O)c2ccc(N3CCOCC3)cc2)s1	5	-5	7	-3	37	0.93	14	19	-8
Cc1ccc2[nH]c(=O)c(CN(Cc3ccco3)S(=O)(=O)c3c(C)ccc4nsnc34)cc2c1	30	1	8	3	14	0.92	24	3	-1
CC(C)c1ccc2[nH]c3nc(SCC(=O)N4CCOCC4)nnc3c2c1	-5	-3	-12	-3	0	1.1	-19	-15	-10
Clc1ccccc1CNCC1CCCO1 (stereo not given)	13	-3	-7	1	17	1.1	1	-6	10
COC(=O)[C@@]1(C)[C@H]2C(=O)N(C)C(=O)[C@H]2[C@H]2CN=C(SCc3ccccc3)N21	2	.	-1	3	.	1	-8	.	4
C=CCn1c(C)cc(C(=O)CSc2nnc3c(Cl)cc(Cl)cn23)c1C	14	5	5	-6	9	0.95	19	1	-6
CS(=O)(=O)N1CCc2cc(S(=O)(=O)N3CCCCC3)ccc21	-2	3	-2	1	15	1	-16	-9	-1
CN(C)CCN(CC1CCCN(Cc2ccccc2F)C1)C(=O)c1ccc(F)cc1 (stereo not given)	-18	-1	-7	-2	18	1.1	-4	-16	0
C=CCn1c(SCC(=O)Nc2cc(OC)c(NC(=O)c3ccco3)cc2OC)nnc1-c1ccncc1	10	-1	4	0	-2	0.96	19	6	-1
COc1cc(/C=C(/NC(=O)c2ccccc2Cl)C(=O)O)cc(OC)c1OC	3	-1	-4	-2	9	1	5	-1	-4
COc1ccc(NC(=O)CC(C)c2ccccc2)c([N+](=O)[O-])c1 (stereo not given)	-3	2	-2	-4	0	1	-8	2	-5
CCC(CC)=NNc1ccc([N+](=O)[O-])cc1[N+](=O)[O-]	1	-2	9	-1	17	0.91	-5	-11	-7
CCCCn1c(SCC(=O)Nc2ccc(C)c(S(=O)(=O)N3CCOCC3)c2)nnc1C(CC)N(C)C (stereo not given)	-7	-1	8	-3	20	0.92	6	-5	-5
COc1cc(Cl)cc(NC(=O)CCN2CCN(C)CC2)c1	-3	-1	-3	1	-1	1	3	8	1
Cc1c2cnn(-c3ccccc3)c(=O)c2c(C)n1CCCC(=O)N1CCN(C)CC1	7	0	6	-2	9	0.94	2	15	3
O=C(c1cc2cc(F)ccc2[nH]1)N(Cc1cccnc1)CC1CCCN(C2CCCCC2)C1 (stereo not given)	-12	-3	0	-6	3	1	4	-21	-4
Cc1ccc(S(=O)(=O)N2CCCC2)cc1C(=O)NCCN1CCOCC1	5	1	0	3	8	1	-3	-1	11
O=S(=O)(Nc1nc2ccccc2s1)c1ccc(Cl)nc1	10	-1	3	2	-6	0.97	-11	-9	-2
CCC1CN(C(=O)NCc2ccc(F)cc2)c2ccccc2O1 (stereo not given)	9	-4	4	1	32	0.96	4	4	-6
CN(C)c1ccc(/C=C/C(=O)c2ccc3c(c2)OCO3)cc1	-7	-7	3	-29	33	0.97	-12	10	-78
CC(C)Nc1nc(NNc2nc(Cl)nc(NC(C)(C)C)n2)nc(NC(C)C)n1	-5	-3	-6	-1	12	1.1	-14	-52	-2
CC(C)Cc1nc(Nc2ccccc2C#N)c2nnn(Cc3ccccc3)c2n1	21	-4	0	-3	18	1	-7	-8	-2
Cc1cc(C)n2nc(SCCOc3ccccc3)nc2n1	13	0	0	3	16	1	-4	-3	0
COCCNC(=O)CCCn1c(=O)c2ccccc2n(Cc2cccc([N+](=O)[O-])c2)c1=O	9	0	4	3	-1	0.96	-1	11	-4
CCn1nc(C)c(CN2CCCC(CO)(Cc3cccc(Cl)c3)C2)c1C (stereo not given)	-19	0	-5	5	8	1.1	3	-5	-1
CC(C)(C)NC(=O)NC(=O)COC(=O)c1cc(=O)[nH]c2ccccc12	12	-1	8	-1	12	0.92	1	8	-4
CCN(CC)C(=S)NC(=O)c1cc(OC)c(OC)c(OC)c1	8	-2	5	-4	5	0.95	7	-1	-5
Cc1cc(C(=O)Nc2nccs2)c2cc(F)ccc2n1	19	0	0	1	-6	1	16	-6	9
Cc1ccc(SCCCCN2CCOCC2)cc1	-57	-4	-5	-6	9	1.1	-52	-10	-6
C=CCC(C(=O)OC)(C(=O)OC)c1ccc(C(F)(F)F)cc1[N+](=O)[O-]	10	-1	0	5	23	1	-8	4	-8
COc1ccc(CNC(=O)[C@@H](NC(=O)C2CCN(C(=O)[C@@H]3CCCN3C(=O)OC(C)(C)C)CC2)C(C)C)cc1	10	2	-24	-4	-3	1.2	9	6	-8
CC1=NN(C(N)=S)C(=O)C1N=Nc1ccc([N+](=O)[O-])cc1 (stereo not given)	17	3	21	13	25	0.79	19	28	14
CN1CCN(S(=O)(=O)c2ccc3c4c(cccc24)C(=O)N3)CC1	9	1	4	0	10	0.96	6	8	-3
CC(=O)N1CCN(C(=O)COC(=O)COc2ccc(C#N)cc2)CC1	22	3	6	-3	28	0.94	-7	4	-9
CCCOc1ccc(NC(=O)C2CC(=O)N/C(=N/N=C(C)/C=C/c3ccc(N(C)C)cc3)S2)cc1 (stereo not given)	29	-3	10	-3	14	0.9	12	-17	-2
c1ccc2c(c1)NC(CN1CCOCC1)CO2 (stereo not given)	12	-1	-3	-5	12	1	-9	-15	-7
Clc1ccccc1/C=C/c1nc(-c2cccnc2)no1	10	1	9	0	-29	0.91	18	0	-1
